Screening results deposited in PubChem BioAssay by National Center for Advancing Translational Sciences (NCATS).
MmCpn inh = Inhibitors of TCP-1 ring complex (TRiC) of Methanococcus maripaludis (MmCpn): qHTS; Chaperonin Mm-Cpn (Methanococcus maripaludis); AID 504842, 2011; actives 0.031% (n = 330,000); Potency, µM (top dose mostly 76.9 µM), for inactives: top-dose activity, negative = inhibition, hits mostly inhibitors; purified Mm-Cpn ATPase, ADP Transcreener TR-FRET; further: potency means the concentration at half of the fitted maximal effect; on the % scale 0 is the no-effect control and ±100 the full control effect; nearly all actives have a fitted effect of over 80% in size
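25 nM Mm-CPN + cpd, 10 min 37°C; + 10 uM ATP, 30 min 37°C; buffer 30 mM Tris pH 7.4, 100 mM KCl, 5 mM MgCl2, 1 mM DTT; Transcreener ADP HTRF detection 30 min RT.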
HepG2 tox = qHTS for Inhibitors of TGF-b: Cytotox Counterscreen; HepG2 CAGA-GFP viability, ATP luminescence, 18 h; Potency, µM (highest dose often 46.1 µM), for the others: at the highest dose activity change, negative = cytotoxicity, usual class: cytotoxic; actives 0.76% (n = 410,000); further: potency means the concentration at half of the fitted maximal effect; some results filed as inactive show a strong effect at the top dose
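HepG2 CAGA-GFP cells (1000/well, DMEM with 1% FBS) received compound, then TGF-beta at 500 pg/mL final, and were incubated 18 hours at 37 degrees C. Viability was read by CellTiter-Glo luminescence. Media-only wells were set as complete cell-killing and DMSO as no toxicity.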
Nrf2 ARE act = qHTS of Nrf2 Activators; AREc32 ARE-luciferase reporter (MCF7-derived line), luminescence, 24 h; Potency, µM (highest dose often 46.1 µM), for inactives: at the highest dose activation, hits mostly activators; actives 0.31% (n = 410,000); AID 624171, 2012; further: potency means the concentration at half of the fitted maximal effect; % of control where 0% means no effect; nearly all actives have a fitted effect of over 65% in size
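Luciferase luminescence (Steady-Glo, 30 min at room temperature) served as the read-out of ARE activation in AREc32 cells treated with compounds for 24 hr at 37 deg C.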
TGFb inhibitor = qHTS for Inhibitors of TGF-b; Potency, µM (series often up to 46.1 µM), without a hit: top-dose activity, negative = inhibition, usual class: inhibitors; HepG2 CAGA-GFP TGF-b/SMAD3 reporter, GFP fluorescence, 18 h; TGF-beta stimulated, 500 pg/mL final; AID 588855, 2011; actives 1.2% (n = 410,000); further: potency means the concentration at half of the fitted maximal effect; on the % scale 0 is the no-effect control and ±100 the full control effect; nearly all actives have a fitted effect of over 65% in size
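Smad-responsive CAGA-GFP expression was quantified in HEPG2 cells exposed to compounds and 500 pg/mL final TGF-beta for 18 h at 37 degrees C; unstimulated wells defined full inhibition.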
Abeta rescue = qHTS for compounds that reverse cellular toxicity of Amyloid beta (A-beta) peptide in yeast: Primary Screen; Potency, µM (titrated, usually from 46.1 µM), for the others: at the highest dose growth rescue, most hits filed as activators; actives 0.063% (n = 410,000); yeast expressing A-beta42, growth rescue, OD600, 48 h; response scale: 0% DMSO, 100% iron-clioquinol control; further: potency means the concentration at half of the fitted maximal effect; nearly all actives have a fitted effect of over 55% in size
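Yeast A-beta toxicity model in growth medium with pinned compounds, 48 h at 30 C; growth read as absorbance at 600 nm. Normalized to FeCl3/clioquinol equimolar mix (positive) and DMSO (negative).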
Nrf2 inh = Nrf2 qHTS screen for inhibitors | Potency, µM (series often up to 46 µM), for the others: at the highest dose activity change, negative = inhibition, usual class: inhibitors | A549 ARE-Fluc reporter, luciferase luminescence, 18-24 h | AID 504444, 2011 | actives 2.1% (n = 360,000); further: potency means the concentration at half of the fitted maximal effect; on the % scale 0 is the no-effect control and ±100 the full control effect; nearly all actives have a fitted effect of over 60% in size
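Nrf2 function is reported as luminescence of an ARE-controlled luciferase in A549 cells. Compounds were tested at several concentrations, and a CellTiter-Fluor read on the same wells flagged cytotoxicity.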
CCT modulator = High-Throughput Screening for Modulators of Cytosolic Chaperonin Activity | actives 0.3% (n = 360,000) | purified chaperonin ATPase assay, HTRF ADP detection, 30 min | activity change, % (concentration not given with the values), hits read low; in the data active means activity change below about -30%; further: on the % scale 0 is the no-effect control and ±100 the full control effect
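TRiC (40 or 20 nM final, by batch activity) in 30 mM Tris pH 7.4, 100 mM KCl, 5 mM MgCl2, 1 mM DTT was treated with compound at 76 uM single dose, then 10 uM ATP, 30 min at 37 °C. ADP was read by HTRF Transcreener.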
A549 tox = Nrf2 qHTS screen for inhibitors: counterscreen for cytotoxicity | A549 ARE-Fluc cells, CellTiter-Fluor viability, 18-24 h | Potency, µM (titrated, usually from 46 µM), for the others: at the highest dose activity change, negative = cytotoxicity, usual class: inhibitors | actives 0.16% (n = 390,000); further: potency means the concentration at half of the fitted maximal effect; on the % scale 0 is the no-effect control and ±100 the full control effect
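A549 ARE_Fluc cells in 5% FBS OPTI-MEM were exposed to compounds in concentration-response for 18-24 h at 37 deg C. Viability was read by CellTiter-Fluor fluorescence (Ex 405/Em 525) after 30 min, before the luciferase read.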
pAkt inh = HTS Assay for Inhibitors of Akt Phophorylation: Primary Screen | actives 0.32% (n = 360,000) | AID 651550, 2012 | Neuro2A IGF-stimulated pAkt S473 HTRF, 20 min; active compounds read low | activity change, % for hits at 50 µM; in the data active means activity change below about -80%; inconclusive means mostly about -51% to -80%; further: on the % scale 0 is the no-effect control and ±100 the full control effect
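Neuro2A cells (4,500/well, DMEM with 0.5% FBS) were treated with compound at a single 50 µM final concentration, stimulated with 6 nM IGF for 20 min at 37 °C, and lysed. Phospho-Akt Ser473 was read by HTRF as 665/615 ratio ×10^4.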
Active calls of the source: *; i = inactive; ? = inconclusive; . = no result given; & = joins results of further samples; [ ] = another dose, or the depositor's remark. Unless noted, the call rests on the fitted dose curve; in most records, active means well fitted curve in the direction sought with a large enough effect; inconclusive means small, poorly fitted or top-dose-only effect, or another doubt; inactive means no such curve, though single readings can be large; an effect the other way counts as inactive or inconclusive. Rows are unselected; overall some 4.3% were active at least once.

SMILES	MmCpn inh	HepG2 tox	Nrf2 ARE act	TGFb inhibitor	Abeta rescue	Nrf2 inh	CCT modulator	A549 tox	pAkt inh
COC(=O)c1c(NC(=O)c2ccc(C)cc2)csc1C	1%	0%	5.8%	37%[activator]	-27%	8%	-1.0	0%	i
CCOc1ccc(C(c2c(C)n(C)n(-c3ccccc3)c2=O)c2c(C)n(C)n(-c3ccccc3)c2=O)c(O)c1	.	-10%	0.2%	6%	9%	-13%	1.2	-1%	i
O=C(O)c1ccc(CNCc2cccc(OCc3ccc(F)cc3)c2)cc1	1%	12%	-0.4%	0%	-9%	-12%	-6.0	-12%	i
Cc1ccc(/C=N/NC(=O)Cn2cnc3ccccc32)o1	2%	-6%	0.1%	-8%	2%	?	0.6	?	i
COC(=O)c1scc(C)c1NC(=O)c1cccc(C#N)c1	-1%	-9%	4.7%	0%	-2%	12%	0.1	11%	i
Cc1ccc(C(=O)N2CCc3ccccc32)cc1NC(=O)c1ccco1	3%	5%	5.5%	0%	9%	-16%	1.2	3%	i
COc1ccc(C(=O)N(Cc2ccco2)Cc2cc3cc(C)ccc3[nH]c2=O)cc1OC	.	3%	0.5%	19%	-7%	-15%	-1.4	-15%	i
CCn1cc(C(=O)N2CCN(c3ccccn3)CC2)c2cc(OC)c(OC)cc2c1=O	-1%	6%	0.7%	-26%	-19%	14%	-9.6	0%	i
O=C(O)CS(=O)(=O)CC(=O)O	-1%	-7%	-1.2%	6%	-4%	-12%	0.7	10%	i
CC/C(CC(C)(C)c1ccccc1)=N\O	1%	-16%	-0.6%	0%	-3%	2%	-1.7	-2%	i
CCN(C(=O)COc1ccc(F)cc1Br)c1c(N)n(Cc2ccccc2)c(=O)[nH]c1=O	0%	-22%	-0.4%	12%	0%	?	1.0	0%	i
O=C(NCC1CCN(Cc2ccc(F)cc2)CC1)c1cc2ccc3cccnc3c2[nH]1	.	18µM*	15%	16µM*	-1%	?	.	-17%	.
CCOc1ccc(N(CC)C(=O)Cc2c(C(=O)O)n(C)c3ccccc23)cc1	1%	-17%	1.9%	-1%	?	-24%	-1.5	-2%	i
CC(=O)c1cc2c(cc1NC(=O)c1cnn(-c3ccc(C)cc3)c1-n1cccc1)OCO2	.	-12%	0.5%	1%	-15%	-5%	.	0%	.
CCOc1ccc(N(CC(=O)N2CCN(Cc3ccccc3)CC2)S(C)(=O)=O)cc1	1%	7%	-0.2%	-2%	0%	-9%	-2.4	-5%	i
Cc1cc2c3ccccc3ncn2n1	-1%	-1%	-0.8%	25%	-5%	0%	-0.2	1%	i
O=C(CNC(=O)c1nc[nH]c1C(=O)NCC(=O)OCc1ccccc1)OCc1ccccc1	0%	15%	-0.1%	2%	-13%	-14%	0.0	-2%	i
COc1ccc([N+](=O)[O-])cc1NC(=O)/C=C/C(=O)O	-2%	4%	0.0%	3%	2%	4%	0.0	-5%	i
O=C(/C=C/c1cn(CC(O)CN2CCCCCC2)c2ccccc12)c1ccccc1 (stereo not given)	.	-91%	-3.5%	?	-19%	24%	.	-13%	.
O=C(CSc1nnnn1Cc1ccccc1)NCCc1ccccc1	4%	-3%	-0.6%	1%	-5%	5%	-2.7	-1%	i
O=C(O)/C=C/C(=O)Nc1ccc(Cc2ccc(NC(=O)/C=C/C(=O)O)cc2)cc1	0%	40%	-0.1%	-9%	?	6%	-1.2	1%	i
Nc1nc(-c2ccc3ccccc3c2)c(C2(O)C(=O)Nc3c(Br)cc(F)cc32)s1 (stereo not given)	-16%	-5%	0.2%	-19%	16%	?	-0.6	3%	i
COc1ccc(N2CC(C(=O)Nc3nnc(SCC(=O)N4CCOCC4)s3)CC2=O)cc1 (stereo not given)	-3%	-8%	0.0%	-3%	-1%	2%	0.8	9%	i
Cc1ccc(C)c(N2CCN(C(=S)Nc3ccc4nc(N5CCN(C)CC5)cc(C)c4c3)CC2)c1	-3%	10µM*	4.4%	?	-15%	-23%	0.1	?	i
Cc1ccc(S(=O)(=O)NCC(=O)OCc2nnc(-c3ccccc3)o2)cc1C	-15%	-7%	5.8%	-9%	6%	5%	-0.5	-13%	i

A few values from the entries so far:
O=C(O)CS(=O)(=O)CC(=O)O in TGFb inhibitor → 6%
COC(=O)c1c(NC(=O)c2ccc(C)cc2)csc1C in HepG2 tox → 0%

Molecules shown so far containing a thiophene ring, fused or not (2):
SMILES	MmCpn inh	HepG2 tox	Nrf2 ARE act	TGFb inhibitor	Abeta rescue	Nrf2 inh	CCT modulator	A549 tox	pAkt inh
COC(=O)c1c(NC(=O)c2ccc(C)cc2)csc1C	1%	0%	5.8%	37%[activator]	-27%	8%	-1.0	0%	i
COC(=O)c1scc(C)c1NC(=O)c1cccc(C#N)c1	-1%	-9%	4.7%	0%	-2%	12%	0.1	11%	i

(next part)
SMILES	MmCpn inh	HepG2 tox	Nrf2 ARE act	TGFb inhibitor	Abeta rescue	Nrf2 inh	CCT modulator	A549 tox	pAkt inh
CCCCOC(=O)N1CCOCCOCCOCC1	-1%	-10%	-0.4%	11%	1%	-8%	0.7	2%	i
COc1ccc(-c2cc(CCCC(=O)NCCc3ccccc3)no2)cc1	1%	-8%	0.2%	-16%	-10%	?	0.9	-1%	i
CN(C)c1ccc(-n2c(CCC(=O)O)ccc2-c2ccccc2)cc1	.	-20%	6.4%	2%	-9%	2%	.	-6%	.
Cc1cc(NS(=O)(=O)c2ccc(N3C(=O)C4C5C=CC(C5)C4C3=O)cc2)nc(C)n1 (stereo not given)	2%	8%	-0.2%	4%	8%	-2%	0.5	1%	i
COc1cccc(-c2cc(C(=O)NCCCn3ccnc3)c3ccccc3n2)c1	2%	-2%	2.3%[9.22 µM]	?	0%	7%	-2.5	0%	i
COc1ccc(OCCSc2ncccn2)cc1	-2%	-11%	0.3%	-2%	-5%	?	-1.0	1%	i
O=C(CCC1CCCCC1)Nc1cc(Cl)ccc1N1CCOCC1	-3%	0%	2.7%	29%	-1%	9%	-7.4	-2%	i
COc1ccccc1N1CCN(Cc2cc(=O)oc3cc(C)ccc23)CC1	.	-34%	-1.2%	-7%	3%	.	-0.1	.	i
O=C(NC1CC1)C1=C[C@@H](C2CC2)C[C@@H](OCc2ccc(CO)cc2)O1	0%	-6%	-0.5%	4%	-1%	15%	0.0	-1%	i
CC(=O)c1n[nH]nc1Nc1nc(C)cc(C)n1	-2%	7%	-0.8%	-5%	0%	13%	-2.3	1%	i
CCc1cc[n+](/C(C(=S)Nc2cccc(C)c2)=C(/[O-])c2ccc(C)c([N+](=O)[O-])c2)cc1	-3%	-3%	8.8%	-5%	-8%	?	0.0	1%	i
CCOc1cccc(CN2CCCC(C(=O)Nc3cccc(-n4cccn4)c3)C2)c1 (stereo not given)	0%	-16%	2.1%	-10%	2%	0%	-0.4	-4%	i
COc1cccc(C(Nc2ccccn2)c2c(NC(=O)c3ccco3)sc(C)c2C)c1 (stereo not given)	-2%	-2%	5.4%	-13%	9%	-20%	-0.7	0%	i
CCOC(=O)c1ccccc1NC(=O)CSc1nnnn1C	-1%	-17%	-0.1%	9%	19%	.	-1.0	15%	i
COc1ccc(N(Cc2cc3cc(OC)ccc3[nH]c2=O)C(=O)c2cccc(Cl)c2)cc1	.	-14%	0.3%	-32%	-7%	14%	.	1%	.
c1ccc(CNn2nnc3ccccc32)cc1	.	-15%	1.3%	1%	-2%	.	0.7	.	i
Cc1cccn2c(=O)c3cc(C(=O)NCc4cccnc4)c(=N)n(CC4CCCO4)c3nc12 (stereo not given)	-2%	-25%	0.3%	4%	-15%	?	-2.2	?	i
CCCN(CCC)CC(C)(C)NS(=O)(=O)c1ccc(Cl)cc1	1%	-13%	0.4%	-27%	0%	4%	-5.4	0%	i
CCN(CC)S(=O)(=O)c1ccc(N2CCOCC2)c(NC(=O)c2cccc(C#N)c2)c1	-2%	3%	1.8%	-1%	-7%	-10%	-0.5	-1%	i
CC(C)CC(=O)Nc1ccc(-c2nc3ccccc3c(=O)o2)cc1	0%	-25%	0.7%	24%	3%	-6%	-2.7	-1%	i
O=C(CNC(=O)C1CCCCC1)OC(C(=O)c1ccccc1)c1ccccc1 (stereo not given)	2%	11%	-0.8%	2%	2%	?	.	-13%&4%	.
Brc1cc2c(cc1CN1CCc3ccccc3C1)OCO2	0%	-26%	0.5%	?	-1%	-1%	-1.2	1%	i
O=[N+]([O-])c1ccc(C=NNc2ccc(S(=O)(=O)O)cc2)cc1	.	14%	-0.4%	3%	16%	-3%	0.7	?	i
Cc1ccccc1OCC(=O)Nc1cccc(N(C)S(C)(=O)=O)c1	0%	2%	0.8%	-17%	-1%	?	1.8	2%	i
Cc1c(C)n(C)c2ccc([N+](=O)[O-])cc12	0%	-14%	-0.4%	-1%	9%	-7%	-1.6	-2%	i

Among those listed so far, 2 have a cyano group.
SMILES	MmCpn inh	HepG2 tox	Nrf2 ARE act	TGFb inhibitor	Abeta rescue	Nrf2 inh	CCT modulator	A549 tox	pAkt inh
COC(=O)c1scc(C)c1NC(=O)c1cccc(C#N)c1	-1%	-9%	4.7%	0%	-2%	12%	0.1	11%	i
CCN(CC)S(=O)(=O)c1ccc(N2CCOCC2)c(NC(=O)c2cccc(C#N)c2)c1	-2%	3%	1.8%	-1%	-7%	-10%	-0.5	-1%	i
